DAX1 inh-1 = blocks DAX1 repression of SF-1 activated StAR promoter; HEK293T StAR-luciferase reporter, SF-1/DAX-1 repression relief; inhibition, % at 6.8 µM; actives 1.1% (n = 370,000); AID 652010;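 active = inhibition above the mean over all tested compounds plus 3 SD, cut at about 3.6% in these data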;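 note: 0% = DAX-1 cells with DMSO and 100% = cells lacking DAX-1 with DMSO; higher inhibition means more luminescence from relief of DAX-1 repression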
PLCg1 inh = PLC-gamma1 (human) inhibition, primary screen. actives 0.84% (n = 370,000). P19174. inhibition, % at 12.2 µM. purified PLC-gamma1, fluorogenic substrate, fluorescence; in the data active = inhibition above about 9.5%
PLCb3 inh = inhibitors of human phospholipase C beta3; AID 720704; Purified PLC-beta3, fluorogenic substrate, fluorescence; actives 0.18% (n = 370,000); Q01970; inhibition, % at 12.2 µM; in the data active = inhibition above about 11%;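 note: 0% = median of compound wells on plate and 100% = full blocker control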
SMARCA2 activ = SMARCA2 function activation, primary screen; MG213 cells, MMTV-luciferase reporter, dexamethasone, overnight; activation, % at 9.1 µM; actives 1% (n = 370,000); AID 652017; in the data active = activation above about 7.8%;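 note: 0% = vehicle wells and 100% = reference activator wells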
hgDAF-12 ag = hgDAF-12 agonism, primary luciferase screen. actives 1.8% (n = 370,000). AID 687014. activation, % at 6.8 µM. HEK293 GAL4-hgDAF12 UAS-luciferase reporter, agonist luminescence; normalized to butyrate control;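 active = activation above a cutoff set at the mean of all screened compounds plus 3 SD, cut at about 10% in these data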;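 note: 0% = DMSO wells and 100% = sodium butyrate wells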
NR1D1 modulator = modulators of human Rev-erb alpha DNA binding. P20393. Rev-erbα–FITC-DNA binding, fluorescence polarization, 90 min. activity, % at 10 µM. actives 0.79% (n = 370,000);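 active = activity above about 14%, limit read from the data; passing the limit was not always enough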;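 note: 0% = DMSO wells with 35 nM protein and 100% = DMSO wells with 750 nM protein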
hcDAF-12 act = activators of H. contortus DAF-12 nuclear receptor | HEK293 hcDAF-12 lit1-tk-luc reporter, luminescence; 0% DMSO, 100% Δ7-dafachronic acid | activation, % at 6.8 µM | actives 1.4% (n = 370,000);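 active = activation above the mean of all tested compounds plus 3 SD, cut at about 5.5% in these data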;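 note: 100% = response to 3 µM Δ7-dafachronic acid high control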
ssDAF12 agonist = S. stercoralis DAF-12 activation, primary screen. activation, % at 6.8 µM. HEK293 ssDAF-12/GRIP1 lit1-tk-luc reporter, luminescence; % of 3 µM dafachronic acid response. actives 1% (n = 370,000);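 active = activation above the mean over all tested compounds plus 3 SD, cut at about 0.9% in these data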;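 note: 0% = DMSO-only wells and 100% = 3 µM delta7-dafachronic acid wells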
MBD2 DNA inh = MBD2-methylated oligo binding inhibition; Q9UBB5; TR-FRET, MBD2 binding to methylated oligonucleotide; inhibition, % at 4.4 µM; actives 0.31% (n = 370,000); AID 686964; in the data active = inhibition above about 13%
ADAM17 inh = inhibits human ADAM17; P78536; recombinant ADAM17, EDANS/DABCYL FRET peptide cleavage; inhibition, % at 6.95 µM; actives 0.83% (n = 370,000); AID 720648;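 active = inhibition above the mean of compounds lying between control limits plus 3 SD, set per campaign, cut at about 8.5% in these data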;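 note: 0% = DMSO-only wells as the low control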
Target sequence (P78536 215-824 limits assumed): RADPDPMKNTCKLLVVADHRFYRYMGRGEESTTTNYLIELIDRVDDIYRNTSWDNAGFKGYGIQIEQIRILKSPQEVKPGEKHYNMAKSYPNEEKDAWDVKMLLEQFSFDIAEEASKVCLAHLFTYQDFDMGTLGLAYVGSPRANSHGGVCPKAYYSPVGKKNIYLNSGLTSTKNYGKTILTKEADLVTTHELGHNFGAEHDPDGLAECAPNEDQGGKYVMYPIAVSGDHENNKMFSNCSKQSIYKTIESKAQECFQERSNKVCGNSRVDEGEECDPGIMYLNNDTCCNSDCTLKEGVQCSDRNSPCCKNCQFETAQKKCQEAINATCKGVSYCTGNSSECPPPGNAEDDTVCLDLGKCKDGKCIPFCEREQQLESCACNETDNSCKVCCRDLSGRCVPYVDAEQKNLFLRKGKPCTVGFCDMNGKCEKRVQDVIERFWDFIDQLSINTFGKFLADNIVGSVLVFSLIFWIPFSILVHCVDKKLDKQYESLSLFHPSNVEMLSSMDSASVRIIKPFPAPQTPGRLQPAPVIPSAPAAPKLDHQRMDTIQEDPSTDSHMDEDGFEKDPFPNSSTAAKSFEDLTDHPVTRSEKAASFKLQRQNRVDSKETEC
DAX1 inh-2 = inhibitors of human orphan nuclear receptor DAX1 (NR0B1). P51843. HEK293 Gal4-DAX1 luciferase reporter, luminescence. inhibition, % at 6.75 µM. actives 0.99% (n = 340,000). AID 504766;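 active = inhibition above the mean over all tested compounds plus 3 SD, cut at about 4.2% in these data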;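 note: 0% = DAX1-transfected cells with DMSO and 100% = empty-vector control cells with DMSO; inhibition shows as a rise in luminescence from relieved DAX1 repression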
Target sequence (P51843 207-470 limits assumed): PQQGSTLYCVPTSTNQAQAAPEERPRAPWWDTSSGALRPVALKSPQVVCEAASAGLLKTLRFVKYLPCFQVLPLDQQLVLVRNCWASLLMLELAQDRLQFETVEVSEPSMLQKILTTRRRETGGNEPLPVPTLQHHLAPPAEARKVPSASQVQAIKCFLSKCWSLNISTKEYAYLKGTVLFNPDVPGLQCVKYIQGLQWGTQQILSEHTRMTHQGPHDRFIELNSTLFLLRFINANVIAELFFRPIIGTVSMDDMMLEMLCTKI
Numbers without * were called inactive; i = inactive; . = not tested or not shown.

Sequence of screens – DAX1 inh-1, PLCg1 inh, PLCb3 inh, SMARCA2 activ, hgDAF-12 ag, NR1D1 modulator, hcDAF-12 act, ssDAF12 agonist, MBD2 DNA inh, ADAM17 inh, DAX1 inh-2
> Cc1cc(C)cc(NC(=O)N2CCCC2C(=O)NCc2ccco2)c1 (stereo not drawn)
→ -0.1, 4, -6, 2, -1.8, 1, 1.3, -1.9, 2, -3, 1.8
> CCn1c2ccccc2c2cc(NC(=O)COC(=O)c3cc(OC)c(OC)cc3OC)ccc21
→ -0.3, 0, 0, 3, -0.1, 0, 0.9, -1.4, -1, 1, -0.8
> CC(=O)Nc1ccc(S(=O)(=O)Nc2nc3n(n2)C(c2ccccc2)CC(=O)N3)cc1 (stereo not drawn)
→ -0.8, -2, -1, 0, -0.4, 0, -0.8, -1.1, -6, -1, 0.3
> Cc1ccc(NC(=O)c2cc3c(s2)CCCC3)cc1S(=O)(=O)Nc1ccccc1Cl
→ -2.0, -31, -42, -6, -2.7, 1, -3.1, -2.1, -4, 16*, -2.9
> Cc1ccc2oc(C(=O)N(Cc3ccncc3)CC3CCCO3)c(C)c2c1 (stereo not drawn)
→ -0.4, -1, -13, 2, 8.0, 4, 1.7, -0.9, 4, -3, -0.2
> CCOc1ccc(C(=O)Nc2ccc(S(=O)(=O)Nc3nccc(C)n3)cc2)cc1OCC
→ -0.1, 2, -4, 0, 0.6, 3, -0.7, -0.9, 0, -3, -0.6
> CCNC(=O)C1(C)CCCN(C(=O)c2c(C)noc2C)C1 (stereo not drawn)
→ 0.7, 1, 4, 1, 2.2, -10, -0.2, -1.4, -1, 1, .
> COc1cc(OC)nc(Oc2ccccc2C(=O)Oc2ccc(C)cc2)n1
→ -0.7, 2, 3, 0, 0.3, -2, -1.1, -1.6, -5, 1, 0.5
> Cc1c(S(=O)(=O)Nc2ccc3c(c2)OCCO3)c(=O)n(C)c(=O)n1C
→ 0.8, 3, 4, -3, -1.9, -1, 1.4, -1.0, 2, 2, 1.0
> O=C(CCc1nnc(-c2ccccc2)o1)NCc1cc(F)ccc1F
→ 1.8, 0, -4, -1, -1.6, -7, -0.6, -1.4, 0, -1, 0.4
> CCOCCC(=O)Nc1ccc2c(c1)c(=O)n(C)n2CC=C(C)C
→ -1.6, -277, -357, 0, 6.3, -2, -0.5, -1.3, -7, -457, .
> CC1CC(=O)C(C2c3ccccc3CCN2C(=O)CCl)C(=O)C1 (stereo not drawn)
→ -0.5, -2, -4, -1, 2.5, -3, -0.5, -1.2, 0, -3, -1.1
> Cn1c(N)c(C(=O)COC(=O)c2cccnc2Cl)c(=O)n(C)c1=O
→ -0.5, -2, 3, 0, 1.7, -1, -1.0, -1.2, -1, 1, 1.1
> O=C(Cc1c(F)cccc1Cl)NCC1CCCO1 (stereo not drawn)
→ 1.0, 4, 5, -1, 2.9, -4, 0.6, -1.2, -4, 0, -0.5
> CC(=O)c1ccc(OCc2cc(C(=O)NC(C)c3cnn(C)c3)no2)cc1 (stereo not drawn)
→ 3.4, -3, -7, 3, 6.5, 5, 1.4, -0.3, -3, 6, 0.2
> CCOCC(=O)NCc1ccc2c(c1)cc(C)n2C
→ -0.1, -33, -51, -3, 0.0, -2, 0.5, -0.9, -1, -11, 1.5
> NC1=C(c2ccc([N+](=O)[O-])cc2)C(=O)CO1
→ -0.3, 9, 8, -4, 1.2, 0, -0.6, -1.6, -3, 6, -1.3
> CN1CCN(c2ccc(Cl)cc2NC(=O)c2cc(=O)[nH]c3ccccc23)CC1
→ -0.5, -4, -12, 2, -1.1, 0, -1.2, -1.1, 0, -5, -0.4
> CN1CCN(C(=O)c2cc3c(ccc4ccccc43)oc2=O)CC1
→ -0.6, i, i, 7, 0.1, -7, -1.6, -1.1, -5, -496, -1.5
> COc1ccccc1-c1nnc(SCC(=O)Nc2ccc(N3CCOCC3)cc2)n1N
→ -0.2, -1, -2, -4, 0.7, -7, -0.4, -0.6, 0, -2, 1.8
> O=C(C1CCC(=O)N(C2CC2)C1)N1CCC(Oc2cccc(C(F)(F)F)c2)CC1 (stereo not drawn)
→ -4.7, -1, 5, -1, -2.9, 2, -0.5, -1.6, 2, -6, -0.5
> CN(C1CCCCC1)S(=O)(=O)c1ccc(S(=O)(=O)N2CCCC2)cc1
→ -0.4, 6, 5, 2, -0.4, 1, 0.9, -1.3, 3, 1, -0.3
> CC(=O)c1ccc(NC(=O)CSc2ccc3nnc(-c4cccnc4)n3n2)cc1
→ -0.2, -8, -5, 1, -1.4, -2, -1.8, -1.0, 5, -6, -0.4
> N#Cc1c(N)nc2c(c1-c1ccc3c(c1)OCO3)CCc1ccccc1-2
→ -0.8, -340, -396, -2, -3.9, 5, -4.0, -1.9, 5, -361, -0.2
> CCOc1ccc2c(c1)sc1nc(C(=O)OC)cc(=O)n12
→ -1.0, -186, -232, -1, 3.9, -9, 0.5, -1.2, 2, -1, 1.9
> CC(C)(C)c1ccc(C(=O)Nc2ccc(Oc3cccnc3)nc2)cc1
→ -1.5, 2, -14, -11, -9.3, -6, -5.4, -3.1, 2, 4, .
> CNC(=O)c1ccc(Nc2nnc(-c3ccc(C)c(S(=O)(=O)NCC4CCCO4)c3)c3ccccc23)cc1 (stereo not drawn)
→ -1.3, -409, -500, -1, 5.3, -2, -2.9, -1.9, -2, -10, -1.0
> NC(=O)COc1ccccc1C(=O)O
→ 0.7, 0, -4, 0, -1.6, -3, -0.6, -1.2, 2, -2, 0.6
> O=C(C1CCC1)N(CCc1ccccc1)Cc1nc2ccccc2c(=O)[nH]1
→ -0.7, 2, 5, 3, 0.1, 2, -0.3, -0.6, 7, 2, -1.1
> COc1ccc([C@@H]2CC=C(C(=O)O)[C@H](c3ccc(C)cc3)N2S(=O)(=O)c2ccc(C)cc2)cc1OC
→ 1.1, 0, -1, -5, -0.5, -3, -0.6, -1.3, -4, -4, -0.4

Taken from above.
PLCg1 inh result of CC1CC(=O)C(C2c3ccccc3CCN2C(=O)CCl)C(=O)C1 (stereo not drawn) is entered as -2
NR1D1 modulator result of NC1=C(c2ccc([N+](=O)[O-])cc2)C(=O)CO1 is entered as 0
DAX1 inh-2 result of CCn1c2ccccc2c2cc(NC(=O)COC(=O)c3cc(OC)c(OC)cc3OC)ccc21 is entered as -0.8
hcDAF-12 act result of CCOCCC(=O)Nc1ccc2c(c1)c(=O)n(C)n2CC=C(C)C is entered as -0.5
PLCb3 inh result of O=C(Cc1c(F)cccc1Cl)NCC1CCCO1 (stereo not drawn) is entered as 5

One compound at a time, as listed above. Order of values: DAX1 inh-1 | PLCg1 inh | PLCb3 inh | SMARCA2 activ | hgDAF-12 ag | NR1D1 modulator | hcDAF-12 act | ssDAF12 agonist | MBD2 DNA inh | ADAM17 inh | DAX1 inh-2
CC1CC(=O)C(C2c3ccccc3CCN2C(=O)CCl)C(=O)C1 (stereo not drawn) across the screens: -0.5 | -2 | -4 | -1 | 2.5 | -3 | -0.5 | -1.2 | 0 | -3 | -1.1
CNC(=O)c1ccc(Nc2nnc(-c3ccc(C)c(S(=O)(=O)NCC4CCCO4)c3)c3ccccc23)cc1 (stereo not drawn) across the screens: -1.3 | -409 | -500 | -1 | 5.3 | -2 | -2.9 | -1.9 | -2 | -10 | -1.0
Cc1c(S(=O)(=O)Nc2ccc3c(c2)OCCO3)c(=O)n(C)c(=O)n1C across the screens: 0.8 | 3 | 4 | -3 | -1.9 | -1 | 1.4 | -1.0 | 2 | 2 | 1.0

Next part.
Sequence of screens – DAX1 inh-1, PLCg1 inh, PLCb3 inh, SMARCA2 activ, hgDAF-12 ag, NR1D1 modulator, hcDAF-12 act, ssDAF12 agonist, MBD2 DNA inh, ADAM17 inh, DAX1 inh-2
> COc1cc2c(cc1OC)CN(c1ccc(F)cc1[N+](=O)[O-])CC2
→ 0.1, -19, -32, 1, 3.9, -5, 0.5, -0.9, -7, -19, -1.5
> O=S(=O)(c1ccccc1)N(CC1CO1)c1ccccc1 (stereo not drawn)
→ 0.3, 3, -3, -5, -0.9, -6, -0.6, -1.4, 3, -1, 0.9
> O=C(Cn1cnc2c(cnn2-c2ccc(F)cc2)c1=O)OCc1ccccc1
→ -0.1, 4, 3, -1, -1.6, -6, -2.2, -1.0, 3, 1, 1.8
> Clc1cnc2nc(SC/C=C/c3ccccc3)[nH]c2c1
→ -0.5, 0, -5, 3, 1.3, -1, 0.6, -1.0, -5, -1, .
> CN1CCCN(S(=O)(=O)c2ccccc2)CC1
→ 0.2, -1, -1, 0, 1.9, 2, 1.3, -1.5, -3, -1, 0.5
> Cc1cc(OCC(=O)NCC2CCC(C(=O)O)CC2)c2c(C)cc(=O)oc2c1 (stereo not drawn)
→ -0.6, -24, -28, 1, -1.2, -4, 0.4, -1.1, 1, -23, 0.1
> COc1ccc(N2CCN(c3nc(Nc4ccc(C)c(F)c4)nc(N4CCCC4)n3)CC2)cc1
→ 0.0, 3, 0, -3, -0.8, 1, -0.1, -1.4, -7, 4, -0.3
> Cn1cc([N+](=O)[O-])c(C(=O)Nc2nc(-c3ccc(Cl)cc3)cs2)n1
→ -2.0, 1, 3, -7, -4.8, 1, -2.8, -2.1, -2, 4, -1.0
> CCCCCCCCNC(=S)NCCN1CCCCC1
→ -0.9, 7, 5, 2, -0.6, 2, -0.3, -1.3, 5, 3, -0.6
> CN1C(=O)CC(NNC(=O)c2ccc(Cl)cc2)C1=O (stereo not drawn)
→ 0.3, -2, -2, 0, 0.0, 0, -0.8, -1.6, 2, -5, 0.9
> Cc1oc(C(C)(C)C)cc1C(=O)Nc1ccc(N2CCOCC2)cc1
→ 0.2, 6, 0, -4, 0.5, 3, -1.7, -1.7, -7, 5, 0.9
> COc1ccc(CCCC(=O)N/N=C\c2cccs2)cc1
→ 0.1, 2, 0, -2, 1.9, -1, 1.2, -1.2, -2, 3, 1.2
> CC(=O)c1cccc(S(=O)(=O)NCC2CCCCC2)c1
→ -0.2, 5, 1, -3, -3.2, -5, -2.0, -1.3, -6, 0, 0.6
> Cc1cccc(OCC(=O)Nc2ccc(NC(=O)c3ccccc3)cc2)c1
→ -1.4, 3, -2, -2, 1.0, -5, 0.1, -0.4, -4, 1, 1.2
> O[C@@H]1[C@@H](O)C=C2CCN3Cc4cc5c(cc4[C@H]1C23)OCO5 (stereo partly drawn)
→ -7.2, -8, -9, -4, -10, 0, -5.8, -2.6, 0, -2, -4.2
> COc1cc(-c2nc3cnccn3c2Nc2c(C)cccc2C)ccc1O
→ -0.7, i, i, 0, -2.8, 6, -2.7, -1.2, -8, -54, 1.5
> COc1ccc(NC(=O)CCN2C(=O)c3ccccc3C2=O)cc1
→ -0.3, 5, -1, 3, -1.1, -5, -0.7, -0.8, 0, 1, 0.5
> CCc1nn(CCCC(=O)NCc2ccccc2Br)c(=O)c2cc3occc3n12
→ 0.3, 0, -6, -1, 3.6, -4, 0.0, -0.9, -6, -7, 0.5

With a hit mark in ADAM17 inh, among the entries above:
compound	DAX1 inh-1	PLCg1 inh	PLCb3 inh	SMARCA2 activ	NR1D1 modulator	hcDAF-12 act	ssDAF12 agonist	MBD2 DNA inh	ADAM17 inh	DAX1 inh-2
Cc1ccc(NC(=O)c2cc3c(s2)CCCC3)cc1S(=O)(=O)Nc1ccccc1Cl	-2.0	-31	-42	-6	1	-3.1	-2.1	-4	16*	-2.9
